UPR CHOP act: apoptotic UPR (CHOP) activation | CHO-CHOP luciferase reporter, luminescence; percent of tunicamycin response over DMSO baseline | 0.34% of 330,000 active | activation, % at 10 µM;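 active = at 10 µM dose, activation of 40% or more, normalized to positive control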;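 note: 100% = tunicamycin at 10 µg/mL and 0% = DMSO alone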
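System: CHO-CHOP luciferase reporter cell line; amount: 500 cells/well; buffer or medium: F12 medium containing 10% fetal bovine serum; incubation: 6 h compound exposure at 37 °C after overnight seeding; measured by: luciferase luminescence after 10 min with Steady-Glo reagent; evaluation: % reporter activation, DMSO baseline versus tunicamycin full activation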
APJ antag: blocks the human apelin receptor APJ; P35414; CHO-K1 APJ beta-arrestin complementation, luminescence; AID 2521; inhibition, % at 20 µM; 0.32% of 330,000 active;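 active = inhibition above about 40% at 20 µM, limit read from the data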;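 note: cells challenged with 10 nM apelin-13 agonist together with compound; plate controls were apelin-13 plus DMSO wells for no effect and DMSO wells lacking apelin-13 for full effect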
tim23-1 inh: growth inhibitors of tim23-1 mutant yeast. S. cerevisiae tim23-1 growth, BacTiter-Glo luminescence, 24 h. inhibition, % at 20 µM. 1.3% of 330,000 active. AID 463212;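 active = growth inhibition of the mutant yeast at or above 50%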;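 note: temperature-sensitive mutant grown at 25 °C; plate controls were DMSO-treated mutant yeast for no effect and medium wells lacking yeast for full effect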
CXCR6 block: inhibitors of human CXCR6 receptor; CHO-K1 PathHunter CXCR6 beta-arrestin, luminescence; inhibition, % at 20 µM; 0.36% of 360,000 active; O00574; in the data active = inhibition above about 34%, passing the limit was not always enough;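 note: antagonist mode with CXCL16 agonist at 10 nM final; 0% = 10 nM CXCL16 with DMSO and 100% = unstimulated wells without agonist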
UPR XBP1 act: adaptive UPR (XBP1) activation; CHO-XBP1 luciferase reporter, IRE1-XBP1 UPR activation, luminescence; percent of tunicamycin response, DMSO as zero; activation, % at 20 µM; AID 463104; 0.33% of 330,000 active;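 active = versus positive control, 20 µM dose yields 30% or more activation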;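 note: 100% = tunicamycin at 10 µg/mL and 0% = DMSO only wells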
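Material – CHO cell line with stable XBP1 luciferase reporter · Buffer or medium – F12 plus 10% FBS · Compound – single point, 20 µM final compound, 1% DMSO · Schedule – 16-18 h cell attachment at 37 °C, then 6 h compound exposure · Signal – Steady-Glo luminescence read · Benchmarks – high control tunicamycin 10 µg/mL final, low control DMSO vehicle only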
APJ ag: APJ receptor agonism. P35414. AID 2520. activation, % at 20 µM. 0.11% of 330,000 active. CHO-K1 APJ PathHunter beta-arrestin, luminescence; 0% DMSO wells, 100% apelin;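 active = activation more than six SD over the plate average, tested at 20 µM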;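 note: 0% = DMSO alone and 100% = apelin-13 at 10 nM; some results filed as inactive read as strong as hits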
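Assay system: CHO-K1 APJ beta-arrestin complementation cell line / Compound: single test compound dose, 20 µM final, 1% DMSO / Times: overnight seeding, 90 min compound at 25 °C, 1 h detection / Technique: beta-gal luminescence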
Mdm2-MdmX inh: human Mdm2/MdmX binding inhibition | O15151+Q00987 | SaOS-2 split-luciferase Mdm2/MdmX complementation, luminescence | inhibition, % at 8 µM | 3% of 330,000 active | AID 485346;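 active = inhibition of at least 50% at 8 µM in the primary screen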
Target sequence (O15151 whole entry, looked up): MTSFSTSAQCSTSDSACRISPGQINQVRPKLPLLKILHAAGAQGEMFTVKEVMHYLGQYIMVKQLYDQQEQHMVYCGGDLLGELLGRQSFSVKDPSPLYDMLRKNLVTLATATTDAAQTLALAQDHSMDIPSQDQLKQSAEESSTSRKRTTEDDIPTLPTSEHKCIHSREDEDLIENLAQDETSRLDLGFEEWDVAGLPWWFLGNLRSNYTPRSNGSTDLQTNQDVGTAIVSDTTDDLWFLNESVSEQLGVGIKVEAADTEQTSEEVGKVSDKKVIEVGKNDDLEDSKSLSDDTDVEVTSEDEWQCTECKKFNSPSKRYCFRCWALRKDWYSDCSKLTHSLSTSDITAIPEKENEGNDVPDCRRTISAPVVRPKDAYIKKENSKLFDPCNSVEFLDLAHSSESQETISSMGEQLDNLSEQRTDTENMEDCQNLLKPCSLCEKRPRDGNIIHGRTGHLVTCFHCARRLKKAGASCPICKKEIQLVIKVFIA
Target sequence (Q00987 whole entry, looked up): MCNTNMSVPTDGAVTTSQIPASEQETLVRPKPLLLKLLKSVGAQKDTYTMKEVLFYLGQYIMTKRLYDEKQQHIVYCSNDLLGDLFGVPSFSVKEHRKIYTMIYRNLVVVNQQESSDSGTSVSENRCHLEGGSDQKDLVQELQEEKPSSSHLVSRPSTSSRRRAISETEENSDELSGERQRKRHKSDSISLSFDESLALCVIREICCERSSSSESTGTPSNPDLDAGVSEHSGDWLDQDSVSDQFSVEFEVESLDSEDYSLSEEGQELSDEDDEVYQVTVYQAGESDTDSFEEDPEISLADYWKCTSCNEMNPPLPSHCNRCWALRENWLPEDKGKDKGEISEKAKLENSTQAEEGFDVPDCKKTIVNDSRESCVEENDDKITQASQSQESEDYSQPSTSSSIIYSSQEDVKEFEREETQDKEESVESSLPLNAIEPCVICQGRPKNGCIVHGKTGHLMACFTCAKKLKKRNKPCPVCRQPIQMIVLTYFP
TIM10 inh: TIM10 yeast growth inhibition. S. cerevisiae TIM10 strain growth, BacTiter-Glo luminescence, 24 h. inhibition, % at 10 µM. 1.4% of 330,000 active;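 active = inhibition of 40% or more at the single tested concentration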;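 note: wild-type TIM10 isogenic control strain grown at permissive 25 °C; 0% = DMSO yeast wells and 100% = minimal medium wells without yeast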
tim10-1 inh: tim10-1 yeast growth inhibition; AID 463190; inhibition, % at 20 µM; 2.2% of 330,000 active; S. cerevisiae tim10-1 ts strain growth, BacTiter-Glo, 24 h;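 active = inhibition of at least 40%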;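 note: mutant grown at 25 °C; 0% = DMSO wells with yeast and 100% = wells holding no yeast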
* marks the source's active call; other numbers are inactive results; . = no result given; & = joins results of further samples. Not all compounds are listed. The share of hits here may be higher or lower than overall.

SMILES,APJ antag,tim23-1 inh,CXCR6 block,APJ ag,UPR CHOP act,Mdm2-MdmX inh,UPR XBP1 act,TIM10 inh,tim10-1 inh
O=C(Cc1ccccc1)N1CCN(Cc2cccnc2)CC1,8,5,-13,0,-1.2,8,-2,3,16
C=CCN1CCC2(C)c3cc(O)ccc3CC1C2C (stereo not drawn),-3,-10,-4,-4,-1.5,0,-5,0,-6
COC(=O)C1=C(c2ccccc2)C[C@@H]2CC[C@H]1N2C(=O)NCc1ccc(C(F)(F)F)cc1,5,28,13,0,-2.6,2,-1,21,16
COC(=O)C1=COC(C)C2CN3CCC4(C(=O)Nc5ccccc54)C3CC12 (stereo not drawn),-3,19,1,0,-0.8,13,-1,5,27
CCn1c(O)c(/C=N/NC(=O)c2ccccc2)c(=O)n(CC)c1=S,28,4,7,-6,1.4,41,0,13,11
C=CCn1c(=O)c(C=Nc2c(OC)cccc2[N+](=O)[O-])c(O)n(CCCC)c1=O,30,-6,33,-4,0.9,-7,8,13,17
CC(C)OP(=O)(OC(C)C)C(NCc1ccccc1)c1ccccc1 (stereo not drawn),6,28,1,-3,0.9,-22,1,25,29
CCN1CCN(C(=O)COc2ccc(S(=O)(=O)NC(C)C)cc2)CC1,4,-3,-1,-3,-1.7,22,-2,7,-2
COCCNC(=O)c1c(N)n(Cc2ccco2)c2nc3ccccc3nc12,19,16,5,-6,-2.6,33,-1,4,4
O=[N+]([O-])c1ccc(NCCCN2CCOCC2)c2ncccc12,-17,-8,13,-2,-0.4,22,1,-58,-71
CCC12CN3CCN(CC(C3)/C1=N/NC(N)=O)C2,-19,2,6,-2,-0.7,15,2,-21,-14
Cc1cc(NC(=O)C(Cl)(Cl)Cl)no1,10,15,-6,1,0.4,10,-1,-2,2
Cc1c(N)c(C)c([N+](=O)[O-])c(C)c1[N+](=O)[O-],7,18,-7,-3,0.0,39,1,-5,-12
CC(=O)O[C@H]1[C@H]2O[C@]23[C@@H]2CC[C@]4(O)C[C@@H](O)CC[C@]4(C)C2CC[C@]3(C)[C@H]1c1ccc(=O)oc1 (stereo partly drawn),5,9,2,-4,-0.5,85*,-5,6,7
CC(C)CN1CCN(Cc2ccc(F)cc2Cl)CC1CCO (stereo not drawn),-1,1,-1,-2,2.1,18,-1,8,-7
O=C1NC(=O)N(CCC2=CCCCC2)C(=O)/C1=C/c1cccs1,-4,38,2,3,-0.2,20,7,9,2
COc1ccc(OC)c(-n2c(O)c(C=NCc3ccc4c(c3)OCO4)c(=O)[nH]c2=O)c1,1,2,-12,-6,-2.0,-8,-1,6,6
O=C(CCC(=O)N1CC2C[C@@H](C1)Cn1c2cccc1=O)NCCc1ccccc1F,5,11,0,-4,1.1,12,-3,-2,-2
O=CNc1ccc(OP(=O)(Oc2ccccc2)Oc2ccccc2)cc1,5,29,-2,3,0.7,-4,1,23,18
CCC(COC(=O)c1cc(OC)c(OC)c(OC)c1)(c1ccccc1)N(C)C (stereo not drawn),4&2,14&16,-3&-6,0&-7,-0.8&-2.1,-5&19,-4&-6,9&3,16&6
CC(=O)NC(Cc1ccc(N(CCCl)CCCl)cc1)C(=O)NC(C(=O)O)C(C)C (stereo not drawn),-1,0,6,-1,-0.5,7,2,-5,-4
CCC1(C)CN(S(=O)(=O)OCC(Cl)(Cl)Cl)C(=O)N1 (stereo not drawn),7,8,-12,-3,-3.4,-31,3,8,0
CCOC(=O)[C@@]12C(=O)C(=O)N[C@]1(c1ccccc1)C1OCCCC12 (stereo partly drawn),13,8,2,-1,-1.2,31,-3,2,-1
Cc1c(C=C2C(=O)N(C)C(=O)N(C)C2=O)c(=O)n(-c2ccccc2)n1C,-3,7,-3,0,3.1,19,-1,8,0
CCOC(=O)c1c(C)c(C(=O)N2CCC3(CC2)OCCO3)c(C)n1CC,-9,22,2,-1,1.0,17,0,12,5
CCCn1ncc(C(=O)O)c1C,-4,-2,1,0,0.8,-25,3,-3,18
O=P(O)(O)C12CC3CC(CC(C3)C1)C2,4,13,-10,-3,-1.6,-5,-4,-8,7
O=C1NC(=O)N(c2ccc(Cl)cc2)C(=O)/C1=C/c1coc2ccc(O)cc2c1=O,-9,3,-17,2,1.3,2,-2,-2,10
CCOC(=O)c1c(N)n(Cc2ccccc2)c2nc3ccccc3nc12,43*,22,31,-16,-0.2,5,3,8,20
CC1(O)C[C@]2(C)N(O)C3CCCC[C@@H]3N2O1 (stereo partly drawn),10,-4,5,-4,-2.3,6,7,-7,-20

Given field by field: entries from further up
SMILES: CCOC(=O)c1c(C)c(C(=O)N2CCC3(CC2)OCCO3)c(C)n1CC
  APJ antag: -9	tim23-1 inh: 22	CXCR6 block: 2	APJ ag: -1	UPR CHOP act: 1.0	Mdm2-MdmX inh: 17	UPR XBP1 act: 0	TIM10 inh: 12	tim10-1 inh: 5
SMILES: CCC1(C)CN(S(=O)(=O)OCC(Cl)(Cl)Cl)C(=O)N1 (stereo not drawn)
  APJ antag: 7	tim23-1 inh: 8	CXCR6 block: -12	APJ ag: -3	UPR CHOP act: -3.4	Mdm2-MdmX inh: -31	UPR XBP1 act: 3	TIM10 inh: 8	tim10-1 inh: 0
SMILES: CCOC(=O)[C@@]12C(=O)C(=O)N[C@]1(c1ccccc1)C1OCCCC12 (stereo partly drawn)
  APJ antag: 13	tim23-1 inh: 8	CXCR6 block: 2	APJ ag: -1	UPR CHOP act: -1.2	Mdm2-MdmX inh: 31	UPR XBP1 act: -3	TIM10 inh: 2	tim10-1 inh: -1

Other records.
SMILES,APJ antag,tim23-1 inh,CXCR6 block,APJ ag,UPR CHOP act,Mdm2-MdmX inh,UPR XBP1 act,TIM10 inh,tim10-1 inh
O=C(Cn1ncc2ccsc2c1=O)N1CCC2(CC1)OCCO2,2,10,0,3,0.9,-36,0,19,1
COc1ccccc1N1C(=O)NC(=O)/C(=C/c2ccc3c(c2)Cc2ccccc2-3)C1=O,5,12,-4,-1,1.4,18,1,7,14
CCN1CC=C(c2c[nH]c3ccccc23)CC1,4,-5,-1,-5,1.9,28,2,4,-10
CN1CCN(Cc2c(F)cccc2Cl)CC1,15,-7,4,-4,1.5,-4,-2,4,-14
CCOC(=O)C(O)(c1ccc(N(C)C(=O)c2ccc(Cl)c(Cl)c2)cc1)C(F)(F)F (stereo not drawn),-26,13,1,-3,2.5,-3,-3,-16,13
CCOC(=O)C1CCN(/C=C2/C(=O)NC(=O)N(c3cccc(C)c3C)C2=O)CC1,6,0,-2,-2,0.7,10,1,5,7
Cc1c(C=O)c2ccccc2n1Cc1ccccc1F,-7,12,3,-6,-1.0,14,-4,-14,5
COC(=O)N(c1ccc(OC)cc1)P1(=S)OCCC(C)O1 (stereo not drawn),12,24,10,0,-0.6,7,2,8,3
CCN(CC)c1ccc(/C=C2\C(=O)NC(=S)N(c3ccc(OC)cc3OC)C2=O)o1,21,7,19,-7,-3.1,8,-4,3,-7
CCOC(=O)c1cc(CC)sc1/N=C/c1c(O)[nH]c(=S)[nH]c1=O,5,13,2,3,3.0,-18,-2,-2,-9
O=C1NC(=O)N(CCNc2ncc(C(F)(F)F)cc2Cl)C(=O)C1Cc1ccc(Cl)cc1 (stereo not drawn),-8,22,2,-2,0.2,-12,-2,2,7
ClC1=CCC2CN(CCN3CCCCC3)CC2C1 (stereo not drawn),11,-6,-1,-6,-1.1,-30,0,0,3
CCCCCCn1c(O)c(C(C)=NC)c(=O)[nH]c1=O,3,5,6,-8,-0.6,-9,-2,-4,26
CC(C)c1cccc(C(C)C)c1O,-1,-11,5,4,-0.1,14,-5,3,-13
O=Cc1cn(Cc2ccccc2[N+](=O)[O-])c2ccccc12,5,12,2,-4,-1.3,9,-3,25,17
COc1ccc(NC(=O)c2cn(CCC#N)nc2-c2ccc(OC)c(OC)c2)cc1,2,-14,0,0,-0.5,8,-5,-6,-11
CCOC(=O)c1cc2c(cn1)[nH]c1ccccc12,-3,20,-9,5,4.9,-56,2,0,2
N#CC(C#N)=NNc1ccc(S(N)(=O)=O)cc1,5,13,18,-5,0.4,-14,-1,-6,-5
COc1ccc(C(O)CNC(C)C)c(F)c1OC (stereo not drawn),-8,15,0,0,-1.9,21,-2,-6,-3
CC(Cc1ccccc1)NC(=O)CCCCC(=O)NC(C)Cc1ccccc1 (stereo not drawn),-17,-1,-8,-4,-0.1,11,-6,5,-3
CNC(=S)NC1CC2CCCC(C1)N2CC(C)C (stereo not drawn),16,11,-11,-2,-1.1,7,-4,-11,-11
CC(C)c1ccc(N2C(=O)NC(=O)/C(=C\c3cnc(-c4ccccc4)nc3)C2=O)cc1,9,19,-13,-2,1.6,20,1,4,7
Cc1sc2ncnc(N3CCC(C(=O)Nc4ccc(C#N)c(Cl)c4)CC3)c2c1C,-59,4,-18,-1,1.5,31,1,10,-1
CN(C)C(=O)Oc1ccc2c(c1)O/C(=C\c1ccc(Cl)cc1)C2=O,2,42,5,0,4.4,-29,-1,13,30
NC12CN3CN(CN(C3)C1)C2 (tested in a mixture with another compound),-7,10,-1,4,-3.2,5,-2,2,-22
C=CCC1(CN2CCCCCC2=O)C(=O)NC(=O)NC1=O,0,2,-4,-2,-2.2,-4,-1,5,6
CC1(C)C2([N+](=O)[O-])CN3CN(C2)CC1([N+](=O)[O-])C3,6,11,-1,-1,-0.4,8,0,5,14
COc1ccc(NC(=O)c2cn(CCC#N)nc2-c2ccc([N+](=O)[O-])cc2)cc1,1,5,6,3,2.2,30,-4,8,9
O=C(CCN1CCCCC1)Nc1ccc(Br)cc1C(=O)c1ccccc1,-26,17,-8,4,-2.2,26,-8,1,11
O=C(CCC(=O)N1C[C@H]2C[C@@H](C1)c1cccc(=O)n1C2)NCc1cccc(C(F)(F)F)c1,-22,-7,-12,-3,-2.2,-9,-3,-11,-14
CCOC(=O)Cn1cc(C(=O)c2ccccc2F)c2ccccc21,-1,21,7,-4,3.7,23,0,23,12
CC(C)c1ccc(NC(=O)CSc2nnc(OC(=O)N(C)C)n2C2CC2)cc1,-9,-5,-13,-1,0.2,7,0,-2,-1
O=c1cccc2n1CC1CC2CN(Cc2c(Cl)cccc2Cl)C1 (stereo not drawn),30,31,7,-5,-0.4,0,-1,12,22
O=c1[nH]c(=S)n(-c2ccc(Cl)cc2)c(O)c1/C=N/N1CCOCC1,11,2,3,-5,0.6,0,-1,17,22
COc1cccc(C(=O)C2CCCN(Cc3cnn(C(C)C)c3)C2)c1 (stereo not drawn),11,-5,7,-3,-0.1,6,2,-10,7
Cc1ccccc1CS(=O)(=O)Cc1ccc(C(=O)N2CCC3(CC2)OCCO3)o1,-8,3,3,.,-2.2,-1,0,-9,1
CCC(=NCc1ccco1)c1c(O)n(Cc2ccccc2)c(=O)[nH]c1=O,5,34,11,-2,-2.9,26,-2,7,7
COc1ccc(NS(=O)(=O)c2ccc(OCC(=O)N3CCN(C)CC3)cc2)cc1Cl,-1,-2,6,-3,-0.7,18,-5,-1,-11
CC(=Nc1ccccc1N)c1c(O)n(C)c(=O)n(C)c1=O,5,15,2,-3,1.8,-1,-4,5,21
O=C(Cc1ccccc1)N1CCN(Cc2cccc(Cl)c2)CC1,-4,12,-4,-4,0.6,2,-4,4,3

Source: PubChem BioAssay
